Screening results as filed in PubChem.
LDHA inh = qHTS assay for inhibitors of human lactate dehydrogenase | L-lactate dehydrogenase A chain (Homo sapiens), P00338 | purified LDHA, NADH/diaphorase-resazurin fluorescence; stronger effect = lower value | activity change, % (values are at about 110 or 230 µM) | 0.15% of 480,000 active | AID 1347041, 2019; in the data active means activity change below about -30%; inconclusive means mostly about -25% to -30%;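 further: plate controls were DMSO wells for no effect and wells without enzyme for full effect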
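LDH5 2 nM; NADH 0.06 mM, pyruvate 0.2 mM; 200 mM Tris pH 7.4, EDTA, Tween-20; 5 min RT. Detection: diaphorase 0.133 mg/mL + resazurin 37 µM, fluorescence ex540/em590 at 0 and 20 min; normalized to enzyme-free and DMSO wells.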
* = called active by the depositor; ? = inconclusive.

A first look (5 entries):
SMILES | LDHA inh
ClCc1coc(-c2ccc(Cl)cc2)n1 | -7
Cc1cc(C=O)[nH]c1C | -5
COC(=O)C(NC(=O)c1ccc(Cl)cc1)(Nc1nc(C2CC2)cs1)C(F)(F)F (configuration not stated) | -1
NCC(=O)Nc1cccc(-c2nn3c(=O)cc(N4CCNCC4)nc3s2)c1 | 11
Cc1ccc(-c2cc(C(=O)O)c3cccc(Cl)c3n2)o1 | 0

Results (from the top)
SMILES | LDHA inh
ClCc1coc(-c2ccc(Cl)cc2)n1 | -7
Cc1cc(C=O)[nH]c1C | -5
COC(=O)C(NC(=O)c1ccc(Cl)cc1)(Nc1nc(C2CC2)cs1)C(F)(F)F (configuration not stated) | -1
NCC(=O)Nc1cccc(-c2nn3c(=O)cc(N4CCNCC4)nc3s2)c1 | 11
Cc1ccc(-c2cc(C(=O)O)c3cccc(Cl)c3n2)o1 | 0
O=C(CCS(=O)(=O)Cc1ccccc1)Nc1cc(F)cc(F)c1 | 5
COCCn1c(-c2ccc(Cl)cc2Cl)n[nH]c1=S | -1
CCOc1ccc(OCC)c(NC(=O)c2nc3ccccc3nc2N2CCOCC2)c1 | 1
CCOC(=O)c1oc2ccccc2c1COC(=O)C1COc2ccccc2O1 (configuration not stated) | 1
CC(C)(C)c1ccc2c(c1)OCCOCCOCCOc1ccc(C(C)(C)C)cc1OCCOCCOCCO2 | 1
Cc1ccccc1CCNC(=O)Cn1cc(C(N)=O)c2ccccc21 | 0
Cc1cc(SCC(=O)N(CCC#N)CCC#N)nc2c(C)cccc12 | 0
O=C(O)/C(=C/C=C/c1ccccc1)NC(=O)c1ccccc1 | 1
O=C(NCCc1c[nH]c2ccccc12)C1CCN(c2nc(Cl)nc3nc[nH]c23)CC1 | 0
CSc1ccc(/C=C/C(=O)c2cccc(Br)c2)cc1 | 11
COC(=O)c1cccc(OC(=O)c2cccs2)c1 | 0
CC(C)C1NC(=O)N(Cc2coc(-c3cccc(F)c3)n2)C1=O (configuration not stated) | 7
O=C(CSc1nnc2ccc(-c3ccncc3)nn12)N1CCCc2ccccc21 | 2
Cc1nc2sc3c(c2c2nc(C(=O)NCCN(C)C)nn12)CCC3 | 12
Cn1c(C=O)cc2ccccc21 | -4
CC1(C)CC(=O)C2=C(C1)OC(N)=C(C#N)C2c1ccc(O)cc1 (configuration not stated) | -23
CC(C)CCN1CCN(C(=O)c2cccc(C#N)c2)CC1 | -11
CCOc1cc(-c2ccc(OC)c(OC)c2)cc(=O)c2c(C)oc(C)c12 | 30
O=C1NC2(CCCCC2)N(C(=O)c2ccccc2Br)C2=C1CCCC2 | 4
COc1nc2cc(C)c(C)cc2nc1C(=O)Nc1ccc(C)cc1 | -8
CC(C)(C)C(=O)NCCCC(=O)NCc1ccco1 | -19
Cc1ccc(CNC(=O)c2cc3c(C)nn(C)c3s2)cc1 | 6
Cc1cc(Br)cc(C)c1O | 6
Nc1nc2c(s1)C(c1c(Cl)cccc1Cl)CC(=O)N2 (configuration not stated) | 28
C/C(=N\NC(=O)c1ccc(C)c(C)c1)c1ccc(C)cc1C | -2

Sorted by molecular weight (lowest first): some entries from above
SMILES | LDHA inh
COC(=O)c1cccc(OC(=O)c2cccs2)c1 | 0
COCCn1c(-c2ccc(Cl)cc2Cl)n[nH]c1=S | -1
CCOC(=O)c1oc2ccccc2c1COC(=O)C1COc2ccccc2O1 (configuration not stated) | 1
NCC(=O)Nc1cccc(-c2nn3c(=O)cc(N4CCNCC4)nc3s2)c1 | 11
COC(=O)C(NC(=O)c1ccc(Cl)cc1)(Nc1nc(C2CC2)cs1)C(F)(F)F (configuration not stated) | -1

More results:
SMILES | LDHA inh
CC(C)Cn1c(SCC(=O)c2ccc(C#N)cc2)nnc1-c1ccccc1 | -20
Cc1noc(C)c1COc1ccc(CC(=O)Nc2ncc(Cc3ccccc3)s2)cc1 | 16
Cc1ccc(NC(=O)c2ccc3ccccc3n2)c(Cl)c1 | 4
CC(C)(C)c1ccc(C(=O)N/N=C/c2cccc3ccccc23)cc1 | -10
O=C(NNC(=S)NCc1ccccc1)c1ccc2ccccc2c1 | 6
Cc1cc(C(=O)NC2CCN(Cc3ccccc3)CC2)c2ccccc2n1 | 7
COc1ccc(F)cc1C1=NN(C(C)=O)C(c2ccc3nccnc3c2)C1 (configuration not stated) | -2
CC(C)C(=O)Nc1ccc(F)c(F)c1F | -19
COc1ccc(C2CC(=O)Nc3c2c(C)nn3-c2ncccn2)cc1 (configuration not stated) | -2
Cc1cc(C(=O)NC2CCN(C(=O)C3CC3)CC2)c2ccc(F)cc2n1 | -7
CCc1cccc2c(C(=O)CN3CCN(CC(=O)NC4CC4)CC3)c[nH]c12 | 8
COc1ccc(S(=O)(=O)Nc2ccc(Nc3cc(N4CCCC4)nc(C)n3)cc2)cc1C | 1
O=C1CC(c2ccccc2)c2ncn(-c3cc(F)ccc3F)c2N1 (configuration not stated) | 52
CCc1ccc(-c2csc(NC3OC(=O)c4c3ccc(OC)c4OC)n2)cc1 (configuration not stated) | -3
CN(CCOc1cccc(Cl)c1)Cc1nc(N)nc(N)n1 | -7
CC(C)CCNc1nc(C(=O)OCC(=O)NC(=O)NCC(C)C)cs1 | -8
Cc1nc(SCC(=O)NC(C)C(C)C)n(C2CCCC2)c1C (configuration not stated) | 4
Cc1ccc2cc(C(=O)NCc3ccco3)[nH]c2c1 | -1
CCN(CC)S(=O)(=O)c1cc(NS(=O)(=O)c2ccc3ccccc3c2)ccc1C | 8
O=C(Oc1ccc(Br)cc1Cl)c1ccc(CSc2ccc(Cl)cc2)cc1 | 9

Single entries from the list:
Under LDHA inh, CC(C)C(=O)Nc1ccc(F)c(F)c1F shows -19
Under LDHA inh, Cc1cc(C(=O)NC2CCN(Cc3ccccc3)CC2)c2ccccc2n1 shows 7
Under LDHA inh, Nc1nc2c(s1)C(c1c(Cl)cccc1Cl)CC(=O)N2 (configuration not stated) shows 28
Under LDHA inh, COCCn1c(-c2ccc(Cl)cc2Cl)n[nH]c1=S shows -1
Under LDHA inh, COC(=O)C(NC(=O)c1ccc(Cl)cc1)(Nc1nc(C2CC2)cs1)C(F)(F)F (configuration not stated) shows -1
Under LDHA inh, Cc1nc(SCC(=O)NC(C)C(C)C)n(C2CCCC2)c1C (configuration not stated) shows 4
Under LDHA inh, NCC(=O)Nc1cccc(-c2nn3c(=O)cc(N4CCNCC4)nc3s2)c1 shows 11

Remaining list, next part:
SMILES | LDHA inh
CCS(=O)(=O)CCSCCS(=O)(=O)CC | 3
Cc1c(C)c2cc(Cl)c(OC(C)C(=O)NCc3cccnc3)cc2oc1=O (configuration not stated) | 2
O=C(O)C(c1c[nH]c2cc(F)ccc12)N1CCN(CCNc2cc(=O)oc3ccccc23)CC1 (configuration not stated) | -2
CCNC(=O)CN1CCN(C(=O)C2CCN(c3nc4ccccc4o3)CC2)CC1 | -2
CC(/C=N/O)=N/N=C(C)\C=N\O | 10
COc1ccccc1CC(=O)Nc1ccc2c3c(cccc13)CC2 | 17
CC(CNC(=O)c1ccc2cc[nH]c2c1)c1ccccc1 (configuration not stated) | -1
O=C(Cn1c(=O)c2c(ncn2C2CCCC2)n(Cc2ccccc2)c1=O)Nc1ccccc1 | -18
COC(=O)NC(NC(=O)OC)c1ccc(Br)cc1 | -4
CC(Sc1ccc(C(F)(F)F)cn1)C(=O)Nc1ccccc1 (configuration not stated) | -1
CC(C)(C)c1ccc(-c2cc(=O)c3cc(NC(=O)c4ccncc4)ccc3o2)cc1 | -2
O=C(CSc1nc2cc(Cl)ccc2c(=O)n1Cc1ccccc1)N1CCCCC1 | -1
COC(=O)c1ccccc1-c1ccc(/C=C(\C#N)c2nc3ccccc3[nH]2)o1 | ?
CCC(=O)NCCSCc1cccs1 | -15
CC(C)(C)c1ccccc1NC(=O)CCc1c[nH]c2ccccc12 | 12
CCN(CC)S(=O)(=O)c1ccc(Cl)c(NC(=O)COC(=O)c2cc(=O)c3ccccc3o2)c1 | -7
Cc1cccc(C(C)C)c1NC(=O)CCc1ncc(-c2ccccc2)o1 | 35
O=C(Nc1ccc2c3c(cccc13)CC2)C1CC1(Cl)Cl (configuration not stated) | 18
CC(C)c1ccc(/C=C(/CC(=O)O)c2nc3ccccc3o2)cc1 | -18
O=C(CCc1c[nH]c2ccccc12)OCC(=O)c1ccc2ccccc2c1 | 2
Cn1nc(C(=O)NCCc2ccc(F)cc2)c2ccccc2c1=O | 6
CCc1c(C)sc2c1c1nc(-c3ccccc3)nn1c(=O)n2CC(=O)N1CCCC1 | -1
CCc1c(C)sc(NC(=O)c2cccc(F)c2)c1C#N | 29
CCCCNC(=S)N(C)/N=C/c1cc(Br)ccc1F | -1
COc1ccc(OC)c(NC(=O)Cc2c(C)c3ccc(OC)cc3oc2=O)c1 | 7
O=C(/C=C/C=C/c1ccc([N+](=O)[O-])cc1)c1ccccc1 | 9
CC(=O)Nc1ccc(S(=O)(=O)N2CCN(S(=O)(=O)c3ccc4c(c3)OCCO4)CC2)cc1 | -2
COc1ccccc1N1CCN(CC(=O)Nc2ncc3c(n2)CC(C)CC3=O)CC1 (configuration not stated) | -7
CC1=C(C(=O)OC(C)(C)C)C(c2cccc3ccccc23)NC(=S)N1 (configuration not stated) | -1
COC(=O)c1ccc2c(=O)[nH]c(CSc3nnc(-c4ccncc4)n3Cc3ccccc3)nc2c1 | 3
CSc1ccc(C(C)NC(=O)C=C(C)C)cc1 (configuration not stated) | 7
O=C(Nc1cccc(F)c1)c1n[nH]c(=O)c2ccccc12 | 3
Cc1ccccc1CNC(=O)c1csc(-c2cccs2)n1 | 4
COc1ccc(Nc2oc(COc3ccccc3C)nc2C#N)cc1 | ?
C=CCn1c(C)cc(C(=O)COc2ncnc3ccc(Br)cc23)c1C | -2
COc1ccccc1OCCn1c(NC(=O)c2cccs2)nc2ccccc21 | -8
Cc1ccc(C2CC(c3ccccc3)=NN2c2nc(C)cs2)cc1 (configuration not stated) | 2
CCCC1CCC(c2ccc(-c3ccc(CC)cn3)cc2)CC1C (configuration not stated) | -3
CC(NC(=O)c1nccnc1N)c1cccc(Br)c1 (configuration not stated) | 2
CCCn1c(SCc2ccccc2Cl)nc2c1c(=O)[nH]c(=O)n2C | 6
COc1ccc2nc(/C=C/c3cccc(O)c3)sc2c1 | -22
CCc1nnsc1C(=O)N(C)CCOc1ccc(C)cc1 | -5
COc1ccc(NC(=O)c2cc3cc(Br)ccc3[nH]2)cc1 | 4
CC(NC(=O)CNC(=O)OCc1ccccc1)C(=O)NCC(=O)O (configuration not stated) | -4
O=C(CSc1nc(-c2ccco2)cc(C(F)(F)F)n1)N1CCCCCC1 | -2
N#Cc1cccnc1NCCNC(=O)c1cnc(-c2ccccc2)nc1 | 8
O=C(Cn1ccc2c(Br)cccc21)N1CCCC1 | -1
Cc1ccc(S(=O)(=O)NC2CCN(S(C)(=O)=O)CC2)c(Br)c1 | -1
Cc1c(C(=O)N(C)c2ccccc2)sc2nc3n(c(=O)c12)CCCC3 | -6
CCOc1cccc(C(=O)NCc2nc(-c3cccs3)no2)c1 | -3

(next part)
SMILES | LDHA inh
Cc1nc(-c2cccnc2)[nH]c(=O)c1CC(=O)N(C)C(C)C(C)(C)C (configuration not stated) | -2
O=C(NCc1ccccc1Cl)c1cccc2c1-c1ccccc1C2=O | -7
CCNC(=O)C1CCCN(S(=O)(=O)c2c(C)nn(CC(=O)N3CCc4ccccc43)c2C)C1 (configuration not stated) | 2
Cc1cnc(C(=O)Oc2ccc(Cl)cc2Cl)cn1 | 1
O=C(COC(=O)c1ccccc1-c1ccc(C(F)(F)F)cc1)c1cccc([N+](=O)[O-])c1 | 0
CCCCCn1nc(C(=O)Nc2nccs2)c2ccccc2c1=O | -11
COc1ccc(C(=O)c2ccc(F)cc2)cc1 | 3
NC(=O)COc1ccc(C2CC(=O)Nc3n[nH]c(Nc4ccccc4)c32)cc1 (configuration not stated) | 13
CCN(CC)S(=O)(=O)c1ccc(-c2nc(C#N)c(N3CCN(c4ccccc4)CC3)o2)cc1 | -13
CCCCCCNC(=O)C(C#N)c1nc2ccccc2nc1N1CCCCC1 (configuration not stated) | -1
COc1ccccc1CNC(=O)N1CCN(Cc2ccc(Br)s2)CC1 | -1
CCOC(=O)c1cc(-c2ccccn2)nc2c1c(C)nn2-c1ccc(C)cc1 | 6
CC(C)NC(=O)c1ccccc1OCc1ccc(Cl)cc1 | 10
O=S(=O)(NCCO)c1ccc(-c2ccc(S(=O)(=O)NCCO)cc2)cc1 | 2
COc1cc(/C=N/NC(=O)CNc2cccc(C(F)(F)F)c2)ccc1OC(=O)c1ccccc1F | -32*
O=C(COC(=O)c1ccc2ccccc2n1)c1ccc(Cl)cc1 | -4
COc1ccc(/C(=N\O)C(C)(C)O)cc1 | -10
C=CCN(Cc1cccs1)C(=O)/C=C/c1ccccc1 | 10
Cc1ccc(-c2cc(C(=O)OCC(=O)NC(=O)NC(C)C)c3ccccc3n2)o1 | 3
Cc1ccc2c(=O)c(CN3CCC(C)CC3)c(C)[nH]c2c1C | -10
Cc1ccc(SC(=O)c2ccc(Cl)cc2Cl)cc1 | 8
CCNc1ccc(S(=O)(=O)N(CC)CC)cc1NCc1c(F)cccc1Cl | -5
O=C(Nc1nc(-c2ccc(Cl)cc2)cs1)c1ccc(CN2CCOCC2)cc1 | -7
CCC(CO)NS(=O)(=O)c1ccc(Cl)c(C)c1 (configuration not stated) | 9
COc1ccc(OCCNC(=O)c2cn(C)c3ccccc23)cc1 | -2
CC(=O)N1CCC(C(=O)NCc2ccccc2)(N(C(=O)c2ccc(C)cc2)c2ccccc2F)CC1 | -6

Three of the compounds above, with each value named.
mol: O=C(CCS(=O)(=O)Cc1ccccc1)Nc1cc(F)cc(F)c1
  LDHA inh: 5

mol: Cc1noc(C)c1COc1ccc(CC(=O)Nc2ncc(Cc3ccccc3)s2)cc1
  LDHA inh: 16

mol: COc1ccc2nc(/C=C/c3cccc(O)c3)sc2c1
  LDHA inh: -22

Some of the compounds tested (hit frequency here may not be typical).
